SRC3 inh: inhibits human SRC3 coactivator. AID 588352. 360,000 tested, 0.17% active. inhibition, % at 3.6 µM. HEK293 GAL4-SRC3 luciferase reporter, luminescence;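 active means inhibition above a per-campaign cutoff, the mean of all compounds plus 3 SD, cut at about 60% in these data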;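 further: 0% = DMSO-treated cells and 100% = gossypol-treated cells at 36 µM; higher means less SRC3-driven luciferase light from the GAL4 reporter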
Target sequence (Q9Y6Q9 whole entry, looked up, the tested form may be a part): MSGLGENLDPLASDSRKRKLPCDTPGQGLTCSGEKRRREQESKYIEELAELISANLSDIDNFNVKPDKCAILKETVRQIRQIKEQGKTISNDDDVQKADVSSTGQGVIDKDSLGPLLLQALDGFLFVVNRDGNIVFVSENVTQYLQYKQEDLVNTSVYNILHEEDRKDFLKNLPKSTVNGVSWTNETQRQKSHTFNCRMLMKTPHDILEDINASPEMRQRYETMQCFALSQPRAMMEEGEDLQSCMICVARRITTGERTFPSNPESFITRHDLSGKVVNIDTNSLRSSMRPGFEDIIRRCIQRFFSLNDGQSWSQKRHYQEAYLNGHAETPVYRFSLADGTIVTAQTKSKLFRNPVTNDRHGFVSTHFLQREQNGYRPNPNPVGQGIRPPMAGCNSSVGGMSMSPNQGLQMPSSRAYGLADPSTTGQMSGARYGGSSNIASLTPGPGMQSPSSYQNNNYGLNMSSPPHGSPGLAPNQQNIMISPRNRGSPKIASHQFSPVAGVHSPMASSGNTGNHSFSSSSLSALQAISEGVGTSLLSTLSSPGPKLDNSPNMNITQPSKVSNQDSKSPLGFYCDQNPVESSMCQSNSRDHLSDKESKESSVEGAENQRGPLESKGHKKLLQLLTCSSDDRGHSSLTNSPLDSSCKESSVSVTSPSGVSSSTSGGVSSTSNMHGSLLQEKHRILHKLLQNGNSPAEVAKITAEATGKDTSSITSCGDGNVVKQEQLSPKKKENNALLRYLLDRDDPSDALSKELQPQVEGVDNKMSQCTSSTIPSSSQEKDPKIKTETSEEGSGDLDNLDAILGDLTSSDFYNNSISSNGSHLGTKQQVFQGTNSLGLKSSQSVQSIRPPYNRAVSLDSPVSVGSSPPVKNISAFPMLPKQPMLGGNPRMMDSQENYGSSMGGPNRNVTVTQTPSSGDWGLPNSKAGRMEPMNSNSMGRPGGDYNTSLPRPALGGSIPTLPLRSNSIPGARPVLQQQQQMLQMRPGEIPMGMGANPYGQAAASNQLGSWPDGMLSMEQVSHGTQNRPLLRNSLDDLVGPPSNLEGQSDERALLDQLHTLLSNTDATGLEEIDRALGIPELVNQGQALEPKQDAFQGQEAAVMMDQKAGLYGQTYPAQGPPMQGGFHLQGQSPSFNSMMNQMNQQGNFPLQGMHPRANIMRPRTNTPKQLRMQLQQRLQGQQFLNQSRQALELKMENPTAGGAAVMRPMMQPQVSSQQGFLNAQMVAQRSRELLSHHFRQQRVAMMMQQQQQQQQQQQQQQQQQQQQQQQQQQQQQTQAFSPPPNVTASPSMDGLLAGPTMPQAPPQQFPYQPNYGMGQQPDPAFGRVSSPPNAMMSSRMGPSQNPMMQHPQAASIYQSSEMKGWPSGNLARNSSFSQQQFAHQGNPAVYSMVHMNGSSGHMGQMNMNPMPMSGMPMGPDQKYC
NR5A2 inv ag: NR5A2 inverse agonism in reporter assay | O00482 | 360,000 tested, 0.13% active | HEK293T StAR-luciferase reporter, LRH-1 transfected, 24 h | AID 602396 | inhibition, % at 3.6 µM;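 active means inhibition above the mean inhibition of all tested compounds plus 3 SD, cut at about 73% in these data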;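 further: 0% = DMSO wells and 100% = reporter-only cells lacking LRH-1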
SRC1 inh: inhibits human SRC1 coactivator; inhibition, % at 3.6 µM; HEK293 GAL4-SRC1 luciferase reporter, luminescence; 360,000 tested, 0.12% active; Q15788;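 active means inhibition above the campaign mean plus 3 SD, with each screening campaign given its own cutoff, cut at about 60% in these data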;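 further: 0% = DMSO treated cells and 100% = gossypol at 36 µM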
NR2F2 inh: blocks human COUP-TFII nuclear receptor; HEK293T NGFI-A luciferase reporter, luminescence; 370,000 tested, 0.7% active; inhibition, % at 8.6 µM; P24468;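 active means inhibition above a per-plate cutoff, mean inhibition of test wells between control levels plus 3 SD, cut at about 38% in these data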;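 further: cells cotransfected with COUP-TFII expression vector driving the NGFI-A reporter; 0% = median of COUP-TF2 test wells and 100% = reporter-only cells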
TWEAK-Fn14 inh: inhibitors of TWEAK-Fn14 interaction signaling | TWEAK-stimulated Fn14 reporter cells, luciferase luminescence, 8 h | 360,000 tested, 2% active | AID 1159606 | inhibition, % at 10 µM; in the data active means inhibition above about 50%
C8 TRAIL sens: sensitizes caspase-8 expressing cells to TRAIL; NB7+C8 cells + TRAIL, ATPlite viability luminescence; inhibition (viability loss, TRAIL sensitization), % at 10 µM; 360,000 tested, 1% active;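 active means compounds causing at least 50% loss of cell viability in the single-dose screen, relative to plate controls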
KKLEB cytotox: CF airway cell cytotoxicity counter-screen | KKLEB CF airway cells viability, ATPlite luminescence, overnight; hits give low values; cells stimulated with P. aeruginosa culture filtrate | activity change (cytotoxicity), % at 5 µM | 360,000 tested, 0.36% active;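 active means corrected activity change at or below -50% at 5 µM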
TROY NFkB inh: TROY signaling inhibition; Q293 LMP1-TROYcd NF-kB luciferase reporter, 4 h; inhibition, % at 10 µM; 360,000 tested, 0.98% active; AID 1347056;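 active means compounds whose plate-normalised and pattern-corrected inhibition of the luciferase reporter signal at the single screening dose is 50% or more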
EBV LMP1 NFkB: inhibitors of Epstein-Barr LMP1-induced NF-kappaB reporter. AID 504558. inhibition, % at 12.5 µM. LMP1-induced NF-kappaB luciferase reporter cells, luminescence. 350,000 tested, 0.69% active; in the data active means inhibition above about 41%;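 further: 0% = neutral control wells and 100% = reference inhibitor control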
CF NFkB block: blocks PAF-induced NF-kB reporter in cystic fibrosis cells; 360,000 tested, 0.86% active; inhibition, % at 5 µM; KKLEB NF-kB-GFP reporter, GFP fluorescence overnight;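 active means at least 50% inhibition at 5 µM, scaled per plate between neutral and stimulator controls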;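 further: PAF is a Pseudomonas aeruginosa culture filtrate used as stimulus; plate controls were PAF-stimulated DMSO wells for no effect and unstimulated DMSO wells for full effect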
SRC2 inh: human SRC2 (NCOA2) inhibition. Q15596. HEK293 GAL4-SRC2 luciferase reporter, luminescence. inhibition, % at 9 µM. 370,000 tested, 0.17% active. AID 651957;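 active means inhibition above the mean inhibition of all tested compounds plus 3 SD, set per campaign, cut at about 52% in these data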;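 further: 0% = DMSO treated cells and 100% = cells given Gossypol at 36 µM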
* hit, by the source's call; nt = no result given. Compounds were not picked by outcome; about 4.2% have a hit in one of these screens.

molecule,SRC3 inh,NR5A2 inv ag,SRC1 inh,NR2F2 inh,TWEAK-Fn14 inh,C8 TRAIL sens,KKLEB cytotox,TROY NFkB inh,EBV LMP1 NFkB,CF NFkB block,SRC2 inh
Cc1ccccc1-c1cc(C(=O)O)n(CC2CC(c3cccnc3)=NO2)n1 (stereo not drawn),-4,-5,0,13,15,-1,-3,-1,4,11,0
CCC(C)C(=O)Nc1nc2ccc(S(C)(=O)=O)cc2s1 (stereo not drawn),-22,7,-19,-6,-1,-2,20,-9,9,-6,-28
O=C(CSc1nc2ccccc2c(=O)n1-c1ccc(F)cc1)Nc1ccc(C(=O)O)cc1,0,12,8,8,-21,3,1,-3,-1,5,-16
O=C(Nc1ccc(Cl)c(C(F)(F)F)c1)C1Cc2c(-c3ccccc3)ccnc2O1 (stereo not drawn),-3,-16,3,-5,-21,-7,-12,16,nt,-10,-54
O=C(Nc1ccc(F)cc1)c1ccc(C(=O)N2CCCC(O)C2)cc1 (stereo not drawn),8,6,-10,7,7,6,6,-11,-3,3,-8
CCCNC(=O)CN(Cc1ccccc1F)S(=O)(=O)c1ccc(C)cc1,25,24,4,-16,1,14,11,1,-2,-5,9
O=C(CCC(=O)Nc1ccccc1)NNC(=O)COc1ccccc1,8,3,0,5,-12,-7,-8,9,4,-8,11
CCOc1ccc(N2C(=O)C3C(c4ccccc4F)NN(C(=O)c4ccc(C)cc4)C3C2=O)cc1 (stereo not drawn),14,-15,-22,6,-6,-8,2,3,-2,13,13
Cc1ccc(Nc2nc(N)nc(CSC(=S)N3CCOCC3)n2)cc1,-74,-86,-103,-32,-5,-3,-12,-43,10,25,-53
CCN1CCN(C(=O)c2cn(CC)c3ccc(S(=O)(=O)N(C)C)cc3c2=O)CC1,13,7,-18,3,-2,7,10,-4,0,5,-3
O=C1CCCN1CCCNc1nc(NCc2cccs2)nc2ccsc12,2,-8,1,-1,13,-4,-18,13,nt,28,21
CNS(=O)(=O)c1cc(OC)c(OC)cc1CC(=O)OC,7,-12,-14,2,8,-8,16,-2,-7,-9,1
CC(CNC(=O)c1cc(COc2ccc3ncccc3c2)on1)c1ccccc1 (stereo not drawn),23,31,26,46*,60*,12,-22,54*,14,21,28
COC1=C(Br)C(=O)c2ncccc2C1=O,2,29,5,-5,10,5,9,-1,4,-1,-3
COc1ccc([N+](=O)[O-])cc1C(=O)Nc1ccc(OCC(=O)N2CCOCC2)cc1,8,-16,-30,6,-28,-5,-5,6,12,-3,-7
S=c1[nH]nc(-c2cccs2)n1Cc1ccccc1,10,-3,4,-2,-8,-2,2,6,3,-4,5
CN1CCN(C(=O)NC2CCCN2S(=O)(=O)c2ccc(Cl)cc2)CC1 (stereo not drawn),0,1,3,-6,11,-14,6,-5,6,0,-14
CCOC(=O)CC(NC(=O)Cc1ccccc1)c1ccccc1Cl (stereo not drawn),27,-16,11,20,2,-2,-2,-14,3,-4,-9
COc1ccc(C2/C(=C(\O)c3cc(C)ccc3C)C(=O)C(=O)N2CCN(C)C)cc1OC (stereo not drawn),-16,-12,-8,-19,1,-1,2,3,0,-25,2
Cc1ccc(Nc2nnc(C3C(=O)N(C)C4(C)CC3c3cc(Br)ccc3O4)s2)cc1 (stereo not drawn),13,17,-11,13,47,8,-12,35,-10,4,10
COc1ccc(S(=O)(=O)NC(C)C(=O)NCC2CCCO2)cc1OC (stereo not drawn),5,-2,-6,-3,2,-10,5,3,3,0,-5
CN(C)CCNC(=O)c1ccccc1-c1ccccc1,-6,-3,4,8,5,-4,10,-4,7,0,14
COc1ccc(NS(=O)(=O)c2cccc(C(=O)NNC(=O)c3cncc(Br)c3)c2)cc1,4,12,-9,-8,1,6,9,2,-4,-19,-7
Cc1c(C(Nc2ccccn2)c2ccc(Cl)cc2)c(=O)n(-c2ccccc2)n1C (stereo not drawn),3,13,-11,16,-3,-5,17,14,-6,-7,-4
COCCn1c(C)cc(C(=O)COC(=O)/C=C/c2c(C)nn(C3CCS(=O)(=O)C3)c2Cl)c1C (stereo not drawn),-15,-4,6,10,12,23,2,6,6,18,-2
CN(CC(=O)Nc1ccccc1C(F)(F)F)C(=O)c1ccc(N2C(=O)CCC2=O)cc1,0,4,-32,3,-10,-4,-3,-11,3,18,-34
COc1ccc(NC(=O)NCc2ccc(Cl)cc2)cc1,-16,-11,-7,5,2,1,-12,13,-2,-1,12
CCCC(C)NC(=O)C1CCN(C(=O)C2CC(=O)N(c3ccc(C)cc3)C2)CC1 (stereo not drawn),-7,1,3,-6,6,6,-3,18,-2,20,-19
CCOC(=O)C(=NC1CCS(=O)(=O)C1)NNc1ccc(Br)cc1 (stereo not drawn),20,-3,-26,14,-11,-5,7,-18,-11,-3,18
O=C(NNc1ccccc1)C(=O)NNc1ccccc1,37,7,41,-7,-2,-7,3,-13,-14,-20,-18
CCn1nc(C(=O)Nc2cccc(S(=O)(=O)N3CCCC3)c2)c2ccccc2c1=O,14,-1,6,-17,22,15,7,-18,-3,-5,-12
O=C1C(=O)c2ccccc2C(O)=C1c1ccccc1F,14,9,8,16,4,0,11,-2,3,-11,3
O=C(COc1cccc2cccnc12)N/N=C/c1cccn1-c1ccc(F)cc1,15,-15,-6,14,5,4,4,19,13,-8,-45
COc1ccc(CCN2C(=O)C(C)=C(C)C2=O)cc1OC,10,4,-15,-3,10,7,-18,16,-6,5,-5
CC(=O)Oc1ccc2c(=O)oc(-c3ccccc3C)nc2c1,3,-7,9,-33,-11,-11,-3,-10,-10,-2,-4
CC(C)n1nc(C(=O)OCC(=O)c2c[nH]c3ccccc23)c2ccccc2c1=O,3,24,-11,-14,14,15,7,19,1,13,5

Compound profiles, as listed above. Order of values: SRC3 inh	NR5A2 inv ag	SRC1 inh	NR2F2 inh	TWEAK-Fn14 inh	C8 TRAIL sens	KKLEB cytotox	TROY NFkB inh	EBV LMP1 NFkB	CF NFkB block	SRC2 inh
`O=C(COc1cccc2cccnc12)N/N=C/c1cccn1-c1ccc(F)cc1` reads 15	-15	-6	14	5	4	4	19	13	-8	-45
`CN(CC(=O)Nc1ccccc1C(F)(F)F)C(=O)c1ccc(N2C(=O)CCC2=O)cc1` reads 0	4	-32	3	-10	-4	-3	-11	3	18	-34

Going on with the list:
molecule,SRC3 inh,NR5A2 inv ag,SRC1 inh,NR2F2 inh,TWEAK-Fn14 inh,C8 TRAIL sens,KKLEB cytotox,TROY NFkB inh,EBV LMP1 NFkB,CF NFkB block,SRC2 inh
COc1ccc(NC(=O)CN(C)S(=O)(=O)c2cnc[nH]2)cc1Cl,-26,-16,-17,-14,-4,0,14,-2,-3,-2,-14
COc1ccc(/C=C2/C(=O)OCc3cc(OC)c(OC)cc32)c(OC)c1,20,-1,-4,-23,-34,1,-17,8,5,29,-24
CC(CC(=O)NCCc1ccc(Cl)cc1)S(=O)(=O)c1ccc2c(c1)NC(=O)CO2 (stereo not drawn),17,4,6,5,-3,8,-23,-8,-2,12,6
CSc1cccc(CN2CCN(Cc3ccccc3)C(CCO)C2)c1 (stereo not drawn),3,1,-1,-8,16,0,-14,-9,6,7,-22
COc1cccc(CNC(=O)CSc2nnc3c(n2)[nH]c2ccc(F)cc23)c1,-1,22,5,0,14,10,7,1,-6,0,-3
CSCCC(C(=O)O)N1C(=O)c2ccc(C(=O)O)cc2C1=O (stereo not drawn),-5,10,-13,-2,-1,6,10,-18,-8,-17,-15
CCN(CC)c1c([N+](=O)[O-])c(=O)oc2ccccc12,18,-8,-5,11,8,4,2,-32,5,-6,6
O=C1c2c(Br)c(Br)c(Br)c(Br)c2C(=O)N1c1ccccn1,-15,7,-11,22,39,3,4,12,-33,-5,-23
COc1ccc(CNC(=O)Cc2c(C(=O)O)[nH]c3ccccc23)c(OC)c1,-4,16,-36,-3,35,21,6,0,-9,-10,5
COc1ccc(C2C(C(C)=O)=C(O)C(=O)N2CCO)c(OC)c1 (stereo not drawn),-3,18,-3,-21,-20,1,2,7,-12,-4,-3
CC(C)c1cccc(O)c(=O)c1,-30,2,-16,-12,7,4,-4,-6,32,17,6
CCCCS(=O)CC(CS(=O)CCCC)OC(=O)c1ccc(C)cc1 (stereo not drawn),2,12,0,17,0,-3,6,-18,-12,-4,-13
Cn1cc(-c2csc(C(O)c3ccc(F)cc3)n2)cn1 (stereo not drawn),2,2,11,6,-6,-5,-3,-7,nt,6,-17
COc1cc(/C=N/NC(=O)Nc2ccccc2)ccc1OC(C)=O,-76,-75,-60,-39,-34,15,5,-71,5,-3,-24
c1ccc(C2CC(c3cccs3)=NN2c2ccccc2)cc1 (stereo not drawn),7,1,-2,14,-17,7,-13,-14,-1,-4,6
Cc1cccc(S(=O)(=O)N2CCn3cccc3C2C)c1 (stereo not drawn),6,-35,-41,2,14,5,-9,13,-4,11,-23
COC(=O)C1(Cc2cc(-c3ccc(Cl)cc3)no2)CCN(C(=O)OC(C)(C)C)CC1,-7,-10,-7,14,-36,-15,-12,-9,3,10,3
CC(=NN1CC(=O)NC1=O)c1ccc([N+](=O)[O-])o1,-16,24,-20,-5,-6,5,-18,-9,-1,-6,25
COc1ccc2c(c1)sc(=NC(=O)CS(=O)(=O)c1ccc(F)cc1)n2C,-11,-1,-3,-7,-1,7,-2,-25,11,-16,-55
Cc1ccc(CNC(=O)Nc2nnc([C@@H]3C[C@H](O)[C@@H](CO)O3)s2)cc1,-8,-20,5,6,7,-10,-6,-7,nt,15,4
CC(=O)Nc1sc(C)c(C)c1C(=O)OC(C)C,4,12,-16,-20,-4,-5,8,-13,-4,1,-6
CCCn1cc(SCC(=O)NCC2CCCO2)c2ccccc21 (stereo not drawn),-8,-29,-26,-1,0,5,-4,-40,-8,-17,-25
CC(=NNC(=O)c1ccccc1N)c1ccccc1O,-19,-107,-80,nt,36,54*,3,-27,nt,-24,nt
Cc1coc2cc3oc(=O)c(CC(=O)N(C)CC(=O)O)c(C)c3cc12,-40,0,-14,8,19,-13,1,8,-23,7,18
COc1ccc(NC(=O)Nc2ccc3c(c2)CCC3)cc1,-50,-53,-61,-40,-22,9,-11,-41,-27,-8,-18
CCn1cnc2c1c(=O)[nH]c(=O)n2Cc1ccccc1,0,4,2,nt,16,1,-11,-22,0,13,nt
COc1ccc2[nH]c(=O)c(CNc3cccc(C)c3)cc2c1,-39,-60,-38,-12,-36,-9,-5,19,-3,-2,-55
C=C(C)CSc1nc2sc3c(c2c(=O)n1-c1ccc(C)cc1)CCN(C)C3,-15,16,-14,-8,-29,-1,7,12,9,-1,-20
Cc1ccc(NC(=O)CCC(=O)N/N=C/c2ccc(O)cc2O)cc1,33,-24,26,6,1,22,10,-25,10,-3,4
CCOC(=O)N1CCN(CC(O)c2c[nH]c3ccc(OC)cc23)CC1 (stereo not drawn),5,15,-3,-3,17,-12,-1,12,-3,0,-9
CC1=C(C(=O)OC(C)C)C(c2cccs2)n2ncnc2N1 (stereo not drawn),1,-4,6,31,5,4,1,-5,1,-5,19
